PriA SSB inh – inhibitors of Klebsiella pneumoniae PriA binding to SSB C-terminal tail; 430,000 tested, 0.6% active; AlphaScreen SSBct-PriA binding, biotinylated peptide; inhibition, % at 33 µM; AID 1272365; in the data active means inhibition mostly above about 37%, no sharp cut-off; inactive means mostly below about 20%;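 further: plate controls were negative control peptide for no effect and reference peptide for full effect; strong numbers were not always called active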
BioA inh – blocks M. tuberculosis BioA enzyme activity. purified M. tuberculosis BioA enzyme, plate reader. inhibition, % at 9.99 µM. AID 602481. 360,000 tested, 0.096% active; in the data active means inhibition above about 40%
Rv3671c inh – inhibitors of M. tuberculosis serine protease Rv3671c. 320,000 tested, 0.048% active. inhibition, % at 5.96 µM; in the data active means inhibition above about 38%;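 further: extracellular domain of Rv3671c used as enzyme; 0% = enzyme with DMSO and 100% = no enzyme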
Target sequence (P9WHR9 whole entry, looked up, the tested form may be a part): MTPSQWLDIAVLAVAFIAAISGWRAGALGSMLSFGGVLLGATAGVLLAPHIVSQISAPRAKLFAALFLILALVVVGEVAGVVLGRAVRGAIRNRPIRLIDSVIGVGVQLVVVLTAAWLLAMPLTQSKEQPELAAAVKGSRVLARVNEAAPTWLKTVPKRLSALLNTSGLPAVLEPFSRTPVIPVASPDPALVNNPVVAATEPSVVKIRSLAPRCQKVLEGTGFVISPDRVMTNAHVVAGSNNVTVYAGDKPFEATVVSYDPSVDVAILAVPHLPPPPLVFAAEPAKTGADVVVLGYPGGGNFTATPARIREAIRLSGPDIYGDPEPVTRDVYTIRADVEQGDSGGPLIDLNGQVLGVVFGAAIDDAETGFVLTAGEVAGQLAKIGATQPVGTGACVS
GDH-TPI inh – GDH-TPI coupled enzyme inhibition counter-screen. GDH-TPI coupled enzyme counterscreen, NADH absorbance. inhibition, % at 4.8 µM. 360,000 tested, 1.2% active. AID 588335; in the data active means inhibition above about 30%;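 further: 0% = DMSO wells and 100% = wells lacking the enzyme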
Mtb UGM inh – Mtb UDP-galactopyranose mutase inhibition | P9WIQ1 | purified UGM, fluorescence polarization probe displacement | inhibition, % at 10 µM | 320,000 tested, 0.06% active; in the data active means inhibition above about 10%, passing the limit was not always enough
Target sequence (P9WIQ1 whole entry, looked up): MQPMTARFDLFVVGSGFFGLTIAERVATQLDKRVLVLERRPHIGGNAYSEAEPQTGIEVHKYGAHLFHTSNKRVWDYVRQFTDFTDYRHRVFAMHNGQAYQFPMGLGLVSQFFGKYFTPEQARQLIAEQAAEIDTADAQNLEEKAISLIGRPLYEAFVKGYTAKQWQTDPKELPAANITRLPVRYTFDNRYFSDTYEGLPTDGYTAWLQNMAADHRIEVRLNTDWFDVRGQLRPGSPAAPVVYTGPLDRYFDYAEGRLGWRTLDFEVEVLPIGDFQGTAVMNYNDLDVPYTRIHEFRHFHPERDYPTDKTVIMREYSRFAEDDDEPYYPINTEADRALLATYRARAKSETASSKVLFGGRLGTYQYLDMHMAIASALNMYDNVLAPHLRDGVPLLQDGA
BH1578 lux ind – inducers of Vibrio cholerae quorum light production without autoinducers | activation, % at 18.7 µM | 350,000 tested, 0.16% active | V. cholerae BH1578 lux reporter, luminescence, 6 h | AID 588436; in the data active means activation mostly above about 9.7%, no sharp cut-off; further: not every result past the cut was called active; inactives centre near 0; reference of the scale not given here
MazF activator – MazEF (E. coli) toxin RNase activation; 350,000 tested, 0.32% active; FAM/BHQ RNA-DNA oligo cleavage fluorescence, 5 h; activation, % at 20 µM; AID 504720; in the data active means activation above about 50%
Target sequence (P0AE70 whole entry, looked up): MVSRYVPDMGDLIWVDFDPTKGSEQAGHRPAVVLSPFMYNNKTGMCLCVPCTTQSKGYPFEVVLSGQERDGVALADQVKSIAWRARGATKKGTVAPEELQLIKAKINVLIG
3CLpro inhibitor – SARS-CoV 3CLpro protease inhibition. P0C6X7. recombinant SARS-CoV 3CLpro, quenched FRET peptide cleavage. inhibition, % at 6 µM. 290,000 tested, 0.14% active. AID 1706; in the data active means inhibition above about 12%
DUSP3 inh – blocks human VHR1 dual specificity phosphatase | P51452 | inhibition, % at 13.3 µM | 290,000 tested, 0.52% active | recombinant VHR phosphatase, pNPP absorbance; in the data active means inhibition above about 50%; further: some compounds called inactive have numbers as strong as hits
Mtb FBA inh – inhibitors of M. tuberculosis fructose-bisphosphate aldolase. P9WQA3. purified M. tuberculosis FBA, fluorescence read-out. inhibition, % at 1 µM. 360,000 tested, 2.3% active. AID 588726; in the data active means inhibition above about 27%;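 further: 0% = vehicle and 100% = reference inhibitor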
* marks the source's active call; other numbers are inactive results; i = inactive; nt = no result given; & = joins results of further samples. Some of the compounds tested. The share of hits here may be higher or lower than overall.

SMILES	PriA SSB inh	BioA inh	Rv3671c inh	GDH-TPI inh	Mtb UGM inh	BH1578 lux ind	MazF activator	3CLpro inhibitor	DUSP3 inh	Mtb FBA inh
CSc1ccccc1NC(=O)COC(=O)c1ccc(-n2nc(C)cc2C)cc1	-6	7.2	7	0	0.9	-2.9	-6	nt	nt	1
COc1cccc(NC(=O)CSc2nc3c(c(-c4ccco4)c2C#N)CCCC3)c1	-3	-0.7	3	4	2.7	i	-37	0	20	-1
Fc1ccc2nc(Nc3nc4c(F)cccc4s3)sc2c1	-9	nt	-111	16	2.6	-0.3	8	-3	12	35*
CCC(=O)Nc1ccc(C(=O)Nc2cccc(OC)c2)cc1	-16	0.0	-2	6	0.8	i	3	-2	28	3
Cc1cc(N=Nc2ccccc2)c(NCC(O)C(O)C(O)CO)cc1C (centres undefined)	67	nt	0	8	0.0	i	2	7	33	-12
CN(C(=O)c1ccc(NC(=O)Cc2ccc(NC(=O)C3CCN(C(=O)CCc4ccccc4)CC3)cc2)cc1)C1CC1	2	-3.9	0	0	-2.0	1.2	0	nt	nt	3
O=C(OCC(=O)N1CCN(c2ccccc2)CC1)c1ccc[n+]([O-])c1	-10	6.0	3	-1	0.4	-0.9	5	5	5	1
Cc1cc(=O)n(C)c(=O)n1CCCCOc1ccc([N+](=O)[O-])cc1	-8	nt	-10	5	1.6	-0.5	10	-5	-5	0
CCOc1ccc(N2CC(C(=O)NCCCN3CCOCC3)CC2=O)cc1 (centres undefined)	-18	-0.1	-2	0	3.7	-0.4	6	-3	10	2
O=C(COC(=O)/C=C/c1ccccc1[N+](=O)[O-])NCC1CCCO1 (centres undefined)	-17	nt	-2	1	-1.7	i	1	-2	17	-2
O=C(NCC(O)c1ccc([N+](=O)[O-])cc1)C1=COCCO1 (centres undefined)	7	-0.4	12	0	0.5	-1.6	7	nt	nt	-1
Cn1nnc2cc(C(=O)Nc3ccc4ccccc4c3)ccc21	8	nt	2	2	-1.1	2.8	0	0	7	2
CC(NC(=O)/C(C#N)=C/c1ccc(Cl)c([N+](=O)[O-])c1)c1ccccc1 (centres undefined)	0	nt	-10	nt	-0.1	nt	4	6	8	nt
COc1ccc(CCNC(=O)C2CCCN(S(=O)(=O)N3CC(C)CC(C)C3)C2)cc1OC (centres undefined)	-2	0.0	-8	5	1.4	-3.4	-4	-6	17	0
COc1ccc2c(c1)C(O)C(CO)C(C(=O)O)C2 (centres undefined)	-7	nt	nt	4	nt	nt	-1	nt	nt	0
CCc1nnc(SCC(=O)Nc2ccc(N3CCN(S(C)(=O)=O)CC3)cc2)o1	-3	1.1	4	-3	0.6	-0.1	4	-4	-15	-2
CN1C(C(=O)NCCc2cccs2)CC2Cn3c(nc4ccccc43)C21 (centres undefined)	-12	7.7	1	9	0.0	i	6	nt	15	5
CCNC(=O)OCc1cn(-c2ccc(Cl)cc2)nn1	3	nt	-2	-2	-1.0	0.6	7	3	-1	3
C[C@@H]1CN([C@H](C)CO)C(=O)CCCn2cc(nn2)CO[C@H]1CN(C)S(=O)(=O)c1ccc(C#N)cc1	nt	-1.9&-1.8	nt	-8	nt	i	3	nt	nt	-1
O=C(CN(c1ccc(F)cc1)S(=O)(=O)c1ccc2c(c1)OCCO2)NCc1ccccc1	-9	-0.9	-12	8	0.1	i	-7	-4	-11	1
COc1ccccc1N1CCN(C(=O)CCCn2c(=S)[nH]c3ccccc3c2=O)CC1	nt	-1.5	nt	12	nt	i	6	nt	nt	2
COc1cc(CCC(=O)NC2(C)CCS(=O)(=O)C2)cc(OC)c1OC (centres undefined)	1	0.0	5	-7	-1.1	0.3	9	nt	nt	0
C/C(=N\NC(=O)C(=O)N/N=C(\C)c1cccc(O)c1)c1cccc(O)c1	nt	-1.6	3	11	-3.2	-0.2	1	-4	33	1
Cc1cccc(NC(=O)CNC(=O)CNC(=O)Cc2ccccc2)c1	-23	-0.4	-1	-3	0.1	i	4	-3	14	-1
Cc1ccc2nc3c(cc2c1)c(NC(=O)c1ccccn1)nn3CC(C)C	-126	-0.3	-2	6	1.0	nt	-6	-3	-2	7
COc1cccc(N=Nc2ccc3cccnc3c2O)c1	-8	0.5	7	3	-0.8	i	1	-4	18	-8
COC(=O)[C@@H]1[C@H]2C[C@H]3c4[nH]c5ccccc5c4CCN3C[C@@H]2CC[C@@H]1O	3	0.3	4&-7	8	-1.9&0.3	-0.7	-11&-46	-6	2	-1
CCOc1ccc(S(=O)(=O)N2CCN(CCNS(=O)(=O)c3ccc(C)cc3)CC2)cc1	6	0.7	nt	5	nt	5.0	1	nt	nt	-1
CCC(=O)Nc1ccc(NC(=O)CSc2nnnn2CC)cc1C	-5	-3.0	6	3	1.7	-0.2	2	0	36	-3
COCCn1nnnc1C(c1ccc(OC)cc1)N1CCN(C(=O)c2ccco2)CC1 (centres undefined)	2	-0.7	-3	2	0.9	-0.3	-3	0	19	0
CCC(CO)Nc1ccn2nc(-c3cccc(Cl)c3)cc2n1 (centres undefined)	nt	2.1	nt	7	nt	-0.6	nt	nt	nt	31*
Nc1ccc2nc(SCC(=O)N3CCOCC3)sc2c1	-6	nt	2	10	-0.7	-0.4	5	0	15	0
CC(C)Cc1cc(C(C)(C)C)ccc1OC(=S)N(C)C	-27	0.7	2	12	-4.7	0.4	3	-2	9	-1
COc1ccc(/C=C2\N=C3CCCCCN3C2=O)cc1OC	-20	-1.2	-8	26	-1.2	-13	-1	3	40	1
Cc1cc(C)nc(NCCO)n1	8	0.6	4	-2	-2.9	-0.4	6	2	15	-1
Cc1nc(C(=O)NNC(=O)c2ccc(Cl)cc2)c(C(F)(F)F)o1	3	-0.8	6	-13	1.2	1.6	7	2	4	-4
CC(C)(C)c1ccc(-c2nc(C=O)c3ccccn23)cc1	-26	nt	6	15	2.3	-0.9	5	-6	19	5
CC12CCC(c3c(C(=O)Nc4nccs4)nn(-c4ccccc4)c31)C2(C)C (centres undefined)	6	-8.4	-1	14	-0.4	-0.7	-6	-2	3	1
NC(=O)SCC(=O)Nc1ccccc1C(=O)O	-4	-1.3	-1	-12	2.7	0.6	1	0	36	-2
O=C(COC(=O)c1ccc(Cl)nc1)NCCc1ccccc1	-10	1.8	-6	-4	-0.2	7.5	-1	nt	nt	0
Cc1ccc(C)c(NC(=O)/C(C#N)=C/c2cn(CC(=O)NCc3ccco3)c3ccccc23)c1	-7	nt	-43	3	0.1	-0.2	24	11	21	0
CCc1cccc(CC)c1N1C(=O)COCC1=O	nt	-1.0	nt	4	nt	-0.9	12	nt	nt	-3
COc1ccc(CSc2nnnn2-c2ccccc2)cc1	-55	-0.1	10	1	-2.0	i	-2	4	-8	0
O=C(CSc1nnc2c(n1)[nH]c1ccc(F)cc12)N1CCOCC1	-2	nt	9	7	1.9	-0.4	3	1	18	-2
O=C(c1ccsc1)N1CCCC(Nc2cccc(F)c2)C1 (centres undefined)	-14	1.1	3	-8	-0.7	-7.7	10	-2	15	0
Cc1ccc(S(=O)(=O)NCC(=O)N/N=C/c2ccc(Cl)cc2Cl)cc1	nt	-1.2	3	-5	-0.4	i	1	1	8	1
Cc1ccc(N=Cc2cc3c(cc2O)OC(N)=C(C#N)C3c2ccccc2)cc1 (centres undefined)	16	nt	2	8	2.7	-0.3	-134	3	38	1
O=C(COC(=O)c1ccco1)Nc1cccc(S(=O)(=O)N2CCOCC2)c1	nt	0.4	nt	6	nt	0.3	7	nt	nt	0
COc1cccc(C2Nc3cc(Cl)c(S(N)(=O)=O)cc3S(=O)(=O)N2)c1 (centres undefined)	-12	0.8	-1	-5	1.6	-1.0	-1	-2	-6	-15
CCCCOC(=O)C(C)Nc1n[nH]c(=O)[nH]c1=O (centres undefined)	-10	-3.2	4	-7	-3.4	i	8	-1	10	0
COc1ccc(N2CCN(C(=O)c3ccc(C(C)(C)C)cc3)CC2)cc1	21	-2.3	6	8	-0.3	i	8	2	-30	-2
OCCN1CCN(CC/C=C2/c3ccccc3Sc3ccc(C(F)(F)F)cc32)CC1	21	1.6	2	1	1.2	-2.8	15	nt	nt	-2
CCCCn1c(SCc2cccnc2)nc2c1c(=O)n(C)c(=O)n2C	-6	11	-3	1	-0.7	-3.7	-4	-2	3	0
CCCCn1c(=O)[nH]c2nc3cc(NC(C)=O)ccc3nc2c1=O	-3	4.2	-3	-3	0.5	-0.8	-108	-5	17	3
CC(=O)NC1CCN(CC(=O)Nc2nccs2)CC1	-14	-0.7	7	-8	0.2	-1.2	6	-1	8	0
NC1=NC[C@@H](Cc2ccc(O)cc2)N1CCCCC1CCCCC1	7	3.7	7	-9	0.5	i	21	nt	23	0
Cc1csc(NC(=O)CSc2nnc(-c3ccc(S(=O)(=O)N4CCCC4)cc3)o2)n1	2	-11	0	-3	1.5	-0.2	-21	4	4	-1
O=C1CCCc2c1cc(C(=O)NCc1ccco1)c(=O)n2-c1ccc(Cl)cc1	4	50*	-7	-4	1.3	1.6	13	3	-6	5
O=C(CC1C(=O)NCCN1C(=O)Nc1ccc(F)cc1F)Nc1cc(Cl)ccc1Cl (centres undefined)	-1	-1.5	1	-6	2.9	-0.3	4	4	-16	-2
COC(=O)c1ccc(CN2C(=O)NC3(CCCCC3)C2=O)cc1	-7	nt	-1	-1	2.8	0.1	-5	1	11	4
Next records:
SMILES	PriA SSB inh	BioA inh	Rv3671c inh	GDH-TPI inh	Mtb UGM inh	BH1578 lux ind	MazF activator	3CLpro inhibitor	DUSP3 inh	Mtb FBA inh
CCC(C)N1C(=O)/C(=C\c2cnc(N(C)C)nc2)C(=O)NC1=S (centres undefined)	-8	nt	-21	0	0.1	0.9	6	1	11	5
COC(=O)[C@@H]1C[C@@]2(O)[C@@H](O)[C@@H](O)[C@@H](O)C[C@H]2N1Cc1cc(OC)cc(OC)c1	101*	-2.3	-8	12	-1.3	i	-8	nt	7	5
CC(=O)c1c(C)[nH]c(C(=O)COC(=O)c2c(-c3ccccc3)noc2C)c1C	-2	-0.1	-2	6	-1.2	i	15	nt	nt	0
CS(=O)(=O)N(CC(=O)NC1CCCCCC1)Cc1ccccc1	-9	-11	-7	4	2.4	i	1	-4	-2	3
N#CC1(C#N)C(C(=O)C23CC4CC(CC(C4)C2)C3)C12CCOCC2 (centres undefined)	-2	nt	-19	8	-0.8	i	-6	2	27	1
COc1ccccc1NS(=O)(=O)c1ccc2c(c1)n(C)c(=O)n2C	-1	0.6	-12	6	2.4	i	6	2	30	3
Nc1ccc2c(c1)C(=O)C(=O)c1ccccc1-2	14	nt	-122	1	0.6	-0.5	0	-2	17	-4
S=P(NCCSCc1ccccc1)(N1CC1)N1CC1	-3	0.8	nt	-6	nt	i	0	nt	nt	-1
O=C(CNCc1ccc(F)cc1)Nc1ccccc1-c1ccccc1	-17	0.5	8	7	0.9	-0.6	3	-1	-1	-3
O=C(C[n+]1ccccc1)N/N=C/c1cccc(Cl)c1Cl	nt	-3.5	2	8	-2.5	i	-1	-7	34	9

A second format for part of the listing above:
smiles,PriA SSB inh,BioA inh,Rv3671c inh,GDH-TPI inh,Mtb UGM inh,BH1578 lux ind,MazF activator,3CLpro inhibitor,DUSP3 inh,Mtb FBA inh
COC(=O)[C@@H]1C[C@@]2(O)[C@@H](O)[C@@H](O)[C@@H](O)C[C@H]2N1Cc1cc(OC)cc(OC)c1,101*,-2.3,-8,12,-1.3,i,-8,nt,7,5
CC(=O)c1c(C)[nH]c(C(=O)COC(=O)c2c(-c3ccccc3)noc2C)c1C,-2,-0.1,-2,6,-1.2,i,15,nt,nt,0
CS(=O)(=O)N(CC(=O)NC1CCCCCC1)Cc1ccccc1,-9,-11,-7,4,2.4,i,1,-4,-2,3
N#CC1(C#N)C(C(=O)C23CC4CC(CC(C4)C2)C3)C12CCOCC2 (centres undefined),-2,nt,-19,8,-0.8,i,-6,2,27,1
COc1ccccc1NS(=O)(=O)c1ccc2c(c1)n(C)c(=O)n2C,-1,0.6,-12,6,2.4,i,6,2,30,3
Nc1ccc2c(c1)C(=O)C(=O)c1ccccc1-2,14,nt,-122,1,0.6,-0.5,0,-2,17,-4
